TLR4-MyD88 BLA – blocks binding of human TLR4 to MyD88. HeLa CL3-4 TLR4/MyD88 BLA complementation, FRET ratio. inhibition, % at 8.4 µM. 0.18% of 200,000 active; in the data active means inhibition above about 25%;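 further: 0% = vehicle and 100% = reference inhibitor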
Target sequence (O00206 whole entry, looked up): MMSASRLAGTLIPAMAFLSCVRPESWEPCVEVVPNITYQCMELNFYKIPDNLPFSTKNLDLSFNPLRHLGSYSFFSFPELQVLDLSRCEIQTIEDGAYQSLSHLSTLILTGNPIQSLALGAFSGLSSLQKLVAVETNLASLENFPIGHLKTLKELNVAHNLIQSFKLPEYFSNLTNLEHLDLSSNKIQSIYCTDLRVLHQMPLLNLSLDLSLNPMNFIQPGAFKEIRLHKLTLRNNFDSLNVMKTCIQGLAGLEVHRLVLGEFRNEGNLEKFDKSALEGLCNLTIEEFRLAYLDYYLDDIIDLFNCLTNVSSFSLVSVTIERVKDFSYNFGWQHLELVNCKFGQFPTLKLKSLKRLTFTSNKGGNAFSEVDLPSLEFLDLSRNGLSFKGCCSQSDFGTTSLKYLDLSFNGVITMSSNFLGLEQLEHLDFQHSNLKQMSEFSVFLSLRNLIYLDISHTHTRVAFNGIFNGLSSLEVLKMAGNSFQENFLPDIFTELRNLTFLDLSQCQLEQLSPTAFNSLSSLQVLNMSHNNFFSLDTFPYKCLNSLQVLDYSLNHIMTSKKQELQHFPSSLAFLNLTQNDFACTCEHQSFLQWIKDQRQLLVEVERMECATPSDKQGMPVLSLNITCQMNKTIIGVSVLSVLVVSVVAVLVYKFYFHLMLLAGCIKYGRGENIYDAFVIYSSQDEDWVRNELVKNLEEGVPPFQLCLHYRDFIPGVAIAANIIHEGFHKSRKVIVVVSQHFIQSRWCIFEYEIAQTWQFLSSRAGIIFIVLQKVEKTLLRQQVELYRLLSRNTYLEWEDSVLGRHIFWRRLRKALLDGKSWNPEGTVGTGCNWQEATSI
Target sequence (Q99836 whole entry, looked up): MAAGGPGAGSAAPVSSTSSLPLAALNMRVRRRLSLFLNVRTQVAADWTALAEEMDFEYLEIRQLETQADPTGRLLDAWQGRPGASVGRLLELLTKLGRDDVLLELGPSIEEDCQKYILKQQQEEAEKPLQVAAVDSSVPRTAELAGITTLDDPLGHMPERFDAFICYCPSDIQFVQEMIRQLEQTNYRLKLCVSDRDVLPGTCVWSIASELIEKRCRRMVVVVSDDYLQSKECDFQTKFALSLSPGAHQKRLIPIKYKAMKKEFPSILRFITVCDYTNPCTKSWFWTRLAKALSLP
APP 5UTR inh – APP translation inhibition. 0.82% of 190,000 active. inhibition, % at 2 µM. SH-SY5Y APP 5'UTR-luciferase reporter, luminescence;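 active means inhibition above a set limit, derived from the sample mean plus 3 SD, cut at about 45% in these data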; further: values of inactives mirror those of a sister screen read the other way
G6PDH counter – L. mesenteroides G6PDH inhibition counter-screen; Purified L. mesenteroides G6PDH, diaphorase/resazurin coupled fluorescence, 45 min; inhibition, % at 5 µM; 0.12% of 200,000 active; AID 1020; in the data active means inhibition above about 50%
Hsp70 activator – transcriptional activators of Hsp70; HeLa Hsp70 promoter luciferase reporter, luminescence; scaled: vehicle 0, proteasome-inhibitor control 100%; activation, % at 10 µM; 0.04% of 200,000 active; AID 1203;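 active means activation above the mean across all tested compounds plus 3 SD, cutoff set per campaign, cut at about 5.5% in these data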;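 further: 100% = MG132 at 30 µM as the positive control and 0% = DMSO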
Diaph act CS – counter-screen for diaphorase-based assays: diaphorase activators and chemical reducers. Diaphorase/resazurin coupled assay, resorufin fluorescence, 16 min; active compounds read high; 1 = vehicle wells, 0 = NADH-free wells. 0.005% of 190,000 active. AID 1229. activation factor at 20 µM;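 active means diaphorase activity raised at least twofold by the compound at 20 µM; inactive means activation factor below 2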
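Assay system: Purified diaphorase enzyme from Clostridium kluyveri | Amount: Enzyme 0.07 U/mL final | Dosing: Compound 20 µM once, DMSO 1% | Timing: 16 min reaction at room temperature | Detection: Fluorescence, excitation 544 nm and emission 590 nm | Evaluation: Higher resorufin formation from activation or reduction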
STAT1 inh – reduces IFN-gamma driven STAT1 reporter signal. NIH 3T3 STAT1-luciferase reporter, luminescence. inhibition, % at 5.5 µM. 0.35% of 200,000 active;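 active means inhibition above a set limit, the mean inhibition across all tested compounds plus 3 SD, cut at about 34% in these data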;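 further: 0% = IFN-gamma with DMSO and 100% = IFN-gamma with 300 µM nifuroxazide; values of inactives mirror those of a sister screen read the other way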
STAT3 blocker – STAT3 signaling inhibition; inhibition, % at 5.5 µM; U3A cells, IL-6 STAT3-luciferase reporter, luminescence; host cell line lacks STAT1; 0.89% of 190,000 active;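 active means inhibition above the mean inhibition across all screened compounds plus 3 SD, cut at about 44% in these data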;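 further: 0% = DMSO only wells and 100% = 100 µM nifuroxazide control wells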
STAT3 act – activators of IL-6 induced STAT3 signaling; U3A cells, IL-6 STAT3-luciferase reporter, luminescence; 100% = signal with IL-6 EC80 alone; activation (% of control), % at 5.6 µM; 0.91% of 190,000 active; AID 871;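 active means activation above the screen-wide mean of compound activation plus 3 SD, cut at about 130% in these data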;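 further: 0% = background luminescence of wells with medium and substrate only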
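Detection: reporter luminescence signal / Assay system: STAT1-lacking human U3A cells, STAT3 luciferase reporter / Incubation: compound pre-incubation 1 h before IL-6, then 6 h stimulation at 37 °C / Control set: IL-6-only high control / Read-out: % activation relative to IL-6 control / Probe or stimulus: Interleukin-6, 33 ng/mL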
STAT1 activator – increases IFN-gamma driven STAT1 reporter signal | 2.6% of 200,000 active | NIH 3T3 STAT1-luciferase reporter, luminescence; 100% = IFN-gamma alone, no compound | AID 932 | activation (% of control), % at 5.5 µM;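 active means activation above the screen-wide mean activation plus 3 SD, cut at about 130% in these data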;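 further: raw ratio to IFN-gamma control signal so 100% means no change and 0% no light; values of inactives mirror those of a sister screen read the other way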
Diaphorase inh – diaphorase inhibition or chemical oxidation counter-screen; 0.69% of 190,000 active; AID 1217; diaphorase resazurin-to-resorufin fluorescence, NADH, 16 min; bacterial (C. kluyveri) enzyme, not human; inhibition, % at 20 µM;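 active means primary screen inhibition at 20 µM above a set limit, cut at about 50% in these data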;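 further: plate controls were DMSO with full reaction for no effect and wells lacking NADH for full effect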
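Benchmarks: positive control wells lacking NADH, neutral wells with DMSO only. System: bacterial diaphorase enzyme (C. kluyveri). Input: 0.14 U/mL diaphorase, enzyme working solution. Detection: resorufin fluorescence, excitation 544 nm, emission 590 nm. Times: 16-min room-temperature incubation before reading.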
An asterisk follows results filed as active; nt = no result given.

nr	SMILES	TLR4-MyD88 BLA	APP 5UTR inh	G6PDH counter	Hsp70 activator	Diaph act CS	STAT1 inh	STAT3 blocker	STAT3 act	STAT1 activator	Diaphorase inh
1	CCN(CC)S(=O)(=O)c1ccc2c(c1)c(=O)c(C(=O)NCCOC)cn2C	-6	6	-11	-0.3	0.8	-2	2	100	102	15
2	CCSc1nnc(NC(=O)C(CC)(C(F)(F)F)C(F)(F)F)s1	-9	-4	11	-0.2	1	5	16	86	95	3
3	O=C(CCCNS(=O)(=O)c1cccs1)N1CCc2ccccc2C1	1	-22	1	0.1	0.9	-5	19	88	103	11
4	COCC(=O)N(C)c1nnc(-c2cnccn2)s1	-22	-3	4	-0.3	1	0	12	99	100	0
5	O=C(CC1C(=O)NCCN1Cc1ccoc1)NCCCn1ncc2ccccc21 (centres undefined)	-4	-12	11	-0.4	0.7	-5	6	98	103	29
6	COc1cc(NC(=O)c2cc3ccccc3o2)c(OC)cc1Br	-15	0	1	-0.1	1	0	-50	149*	100	-5
7	CCCc1ccc(C(=O)CCC(=O)O)cc1	-1	-34	5	-0.3	1	3	14	93	98	0
8	COCCNC(=O)c1ccc2c(=O)n(Cc3ccco3)c(SCC(=O)NC3CCCCC3)nc2c1	3	-8	2	-0.1	1	2	9	102	98	1
9	COc1cccc2cc(-c3ccccc3)c(=O)oc12	1	-152	2	0.1	1.1	-48	23	84	142*	-6
10	CCNC(=S)N=Nc1c(O)[nH]c2ccc(C(C)C)cc12	-7	6	-1	-0.1	0.8	-8	3	99	107	20
11	CC(C)(C)c1ccc(/C=N/Nc2cccc(C(=O)O)c2)cc1	10	-85	3	0.0	0.9	38*	46*	64	66	13
12	CCCC(C)NC(=O)/C=C/c1cccc([N+](=O)[O-])c1 (centres undefined)	-2	-6	-6	0.0	0.8	-5	18	92	104	18
13	Cc1ccc(CN2C(=O)c3ccccc3NC2c2ccccn2)cc1 (centres undefined)	-14	-1	13	-0.4	0.9	5	-5	106	94	6
14	O=C1c2ccccc2C(=O)N1CCCCSc1nnc2ccccn12	-8	5	5	-0.2	0.8	2	11	94	99	21
15	COc1ccc(N2CCN(C(=O)c3cccnc3SCc3cccc(Br)c3)CC2)cc1	0	-14	-1	-0.4	0.8	6	7	96	93	20

Sorted by the number under STAT1 activator (lowest first): 7 of the compounds above
| cpd | structure | STAT1 activator |
| --- | --- | --- |
| 13 | Cc1ccc(CN2C(=O)c3ccccc3NC2c2ccccn2)cc1 (centres undefined) | 94 |
| 2 | CCSc1nnc(NC(=O)C(CC)(C(F)(F)F)C(F)(F)F)s1 | 95 |
| 7 | CCCc1ccc(C(=O)CCC(=O)O)cc1 | 98 |
| 14 | O=C1c2ccccc2C(=O)N1CCCCSc1nnc2ccccn12 | 99 |
| 4 | COCC(=O)N(C)c1nnc(-c2cnccn2)s1 | 100 |
| 3 | O=C(CCCNS(=O)(=O)c1cccs1)N1CCc2ccccc2C1 | 103 |
| 12 | CCCC(C)NC(=O)/C=C/c1cccc([N+](=O)[O-])c1 (centres undefined) | 104 |

Entries of single compounds, quoted from the list. Order of screens: TLR4-MyD88 BLA	APP 5UTR inh	G6PDH counter	Hsp70 activator	Diaph act CS	STAT1 inh	STAT3 blocker	STAT3 act	STAT1 activator	Diaphorase inh
`CCCC(C)NC(=O)/C=C/c1cccc([N+](=O)[O-])c1` (centres undefined) in the list: -2	-6	-6	0.0	0.8	-5	18	92	104	18
`CC(C)(C)c1ccc(/C=N/Nc2cccc(C(=O)O)c2)cc1` in the list: 10	-85	3	0.0	0.9	38*	46*	64	66	13
`COc1cccc2cc(-c3ccccc3)c(=O)oc12` in the list: 1	-152	2	0.1	1.1	-48	23	84	142*	-6

The results go on:
nr	SMILES	TLR4-MyD88 BLA	APP 5UTR inh	G6PDH counter	Hsp70 activator	Diaph act CS	STAT1 inh	STAT3 blocker	STAT3 act	STAT1 activator	Diaphorase inh
16	O=C(CC1(O)C(=O)Nc2ccccc21)c1ccc2c(c1)OCO2 (centres undefined)	1	-10	-1	-0.4	0.8	-1	4	98	105	17
17	Cc1ccc(NC(=S)N(CCCN2CCOCC2)Cc2cccnc2)cc1C	-3	-60	-1	0.1	0.9	-6	18	90	104	9
18	COc1ccc(C(=O)O/N=C(\C)c2ccccc2)cc1	4	3	-18	-0.3	0.8	-27	5	96	125	17
19	COc1ccc(CCNC(=O)CSCc2c(F)cccc2Cl)cc1OC	12	-6	8	-0.3	1	8	9	97	90	-2
20	CC1CCc2sc(C(=O)OCC(=O)NC(C)C)cc2C1 (centres undefined)	-11	-9	2	0.6	1	-2	7	98	100	3
21	N#Cc1c(SCC(N)=O)nsc1SCc1ccc(Cl)cc1	13	20	-18	-0.2	0.8	23	-22	123	79	16
22	Cc1ccc(OC(=O)CCc2c(C)nc3ncnn3c2C)cc1	9	7	2	-0.1	0.9	1	7	98	99	9
23	Cc1cc(OC(=O)c2ccccc2)c([N+](=O)[O-])c(=O)[nH]1	3	15	2	-0.4	1	0	-4	106	99	3
24	Cc1cc(C2=NNC(=NC3CC3)SC2)c(C)n1-c1ccccc1F	0	70*	1	-0.6	1	89*	102*	14	21	-2
25	COc1ccc2c(c1)[nH]c1c(Cl)ncnc12	6	0	24	-0.1	1	0	-8	107	100	1
26	CCN(CC)C(=O)c1ccc(Nc2nnc(C)c3ccccc23)cc1	-1	8	4	-0.3	1.1	-4	10	93	103	-9
27	Cc1cccc(OCCC(=O)Nc2nnc(C)s2)c1	-1	-4	5	-0.2	0.9	1	14	92	99	7
28	Cc1ccc(-c2cc(-c3cccs3)[nH]n2)c(O)c1	8	-119	1	0.2	0.9	-6	-72	164*	106	6
29	O=C(Cn1nnc2ccccc2c1=O)Nc1ccc(S(=O)(=O)N2CCOCC2)cc1	8	-2	-1	0.0	0.8	-2	7	95	102	20
30	Cc1ccc(S(=O)(=O)Nc2ccc(C(=O)Nc3cc(C)on3)cc2)cc1	7	-15	7	0.0	0.9	1	6	100	100	6
31	COc1cccc(C2C(C(=O)c3cc4ccccc4o3)=C(O)C(=O)N2CCN(C)C)c1OC (centres undefined)	-6	-16	nt	-0.5	nt	-9	-6	108	108	nt
32	CCOC(=O)c1ccc(NC(=O)C23CCC(C)(C(=O)O2)C3(C)C)cc1 (centres undefined)	0	14	3	-0.1	1.1	-9	5	101	107	-7
33	COCC(=O)NC1CC2CCC(C1)N2C(=S)Nc1ccccc1C(=O)OC (centres undefined)	-1	-36	8	-0.1	1.1	24	9	93	78	-11
34	COc1ccc(CCNC2CC(=O)N(C)C2=O)cc1OC (centres undefined)	10	nt	19	-0.4	0.9	2	-9	107	98	5
35	CCOC(=O)CC1=CC(=O)Nc2ccccc2N1	-4	5	-2	0.8	0.9	0	11	98	100	6
36	CC(=O)OCC(=O)NCc1ccc2c(c1)OCO2	-12	-9	3	-0.2	0.8	1	10	96	99	18
37	COc1ccc(C(=O)c2c[nH]c(C(=O)NCCCn3ccnc3)c2)cc1	6	-6	5	-0.3	1	-2	13	93	102	0
38	CCOc1ccc(NC2=NCC(=O)N2Cc2cccs2)cc1	2	-1	-1	-0.3	1.1	13	13	92	88	-8
39	O=C(O)c1ccc(-n2nnnc2Oc2cccc3cccnc23)cc1	-2	19	4	-0.3	0.9	-1	2	100	101	9
40	Cc1ccc(NC(=O)c2nnn(-c3cc(C)cc(C)c3)c2N)cc1	1	-27	3	0.0	0.9	-31	23	82	129*	11
41	COc1ccc([N+](=O)[O-])cc1NC(=O)c1cn(-c2ccc(C)c(C)c2)c(=O)c2ccccc12	3	25	-4	-0.3	1	-2	-1	101	101	0
42	COc1ccccc1C(=O)OCCNC(=O)Cn1cnc2c1c(=O)n(C)c(=O)n2C	8	-1	-2	-0.2	1	0	10	98	99	-1
43	Cc1ccc(N2CCN(CCc3nc4cc(NS(C)(=O)=O)ccc4n3C)CC2)cc1	-2	7	7	-0.1	0.8	10	34	76	91	19
44	CC(OC(=O)c1cc(=O)[nH]c2ccccc12)C(=O)c1ccccc1 (centres undefined)	9	-8	12	-0.3	0.9	-2	8	98	101	13
45	CCOc1c(S(=O)(=O)NC2CC(C)(C)NC(C)(C)C2)ccc(Cl)c1Cl	9	14	6	-0.1	1	-3	-2	106	100	-3
46	CCCn1c(SC(C(=O)Nc2cc(C)ccc2OC)c2ccccc2)nc2ccccc2c1=O (centres undefined)	9	-17	-6	-0.3	0.8	9	21	84	92	19
47	Cc1cc(C)c(NC(=O)c2cc(C(=O)O)ccc2C(=O)O)c([N+](=O)[O-])c1	8	-17	1	0.5	1	-1	6	98	100	0
48	CC(=O)CSc1nnc(-c2ccc3c(c2)OCO3)o1	10	-35	11	-0.4	1.1	24	34	73	77	-6
49	CC(NC(=O)C1CCN(c2nnc(-n3cccc3)s2)CC1)C12CC3CC(CC(C3)C1)C2 (centres undefined)	-3	11	5	-0.5	0.7	9	12	98	91	26
50	CCOc1cc(CNCCO)cc(Br)c1OCc1ccc(Cl)cc1	4	-12	7	-0.1	1.1	12	6	99	89	-5
51	Cc1nn(CC(=O)NNC(=S)Nc2ccccc2)c(C)c1[N+](=O)[O-]	-6	0	-19	2.3	0.8	1	11	94	99	20
52	O=C(CCSCc1ccccc1F)NCc1cccnc1	-4	-3	4	0.2	1	-12	4	107	110	0
53	CCc1ccccc1NC(=O)N[C@@H](C)C(=O)OC	10	7	3	0.2	1	6	-3	105	94	-4
54	O=c1c(F)cn(C2CCCO2)c(=O)n1Cc1c(Cl)cccc1Cl (centres undefined)	-11	8	-1	-0.5	1	6	-2	102	95	0
55	COCC(C)N=CC1=C(O)CC(C)(C)CC1=O (centres undefined)	-7	13	5	-0.5	1	-2	13	92	102	5
56	O=C(O)CNC(=O)c1ccc(Sc2ccccc2)c([N+](=O)[O-])c1	5	-18	-1	-0.4	0.9	-7	6	97	106	5

Random draw from the library, and some 6.1% of all compounds hit somewhere here.
